Eya2 phos inh = inhibitors of human Eya2 phosphatase activity; O00167; recombinant Eya2, OMFP fluorescence dephosphorylation (OMFP is methylfluorescein phosphate); Potency, µM (doses to about 76.9 µM), inactives show at the highest dose activity, negative = inhibition, usual class: inhibitors; 330,000 compounds, 0.006% hits; AID 488837; note: potency is the fitted concentration of half-maximal effect; % is set by controls: 0 for no effect and ±100 for the full control effect
Target sequence (O00167 whole entry, looked up): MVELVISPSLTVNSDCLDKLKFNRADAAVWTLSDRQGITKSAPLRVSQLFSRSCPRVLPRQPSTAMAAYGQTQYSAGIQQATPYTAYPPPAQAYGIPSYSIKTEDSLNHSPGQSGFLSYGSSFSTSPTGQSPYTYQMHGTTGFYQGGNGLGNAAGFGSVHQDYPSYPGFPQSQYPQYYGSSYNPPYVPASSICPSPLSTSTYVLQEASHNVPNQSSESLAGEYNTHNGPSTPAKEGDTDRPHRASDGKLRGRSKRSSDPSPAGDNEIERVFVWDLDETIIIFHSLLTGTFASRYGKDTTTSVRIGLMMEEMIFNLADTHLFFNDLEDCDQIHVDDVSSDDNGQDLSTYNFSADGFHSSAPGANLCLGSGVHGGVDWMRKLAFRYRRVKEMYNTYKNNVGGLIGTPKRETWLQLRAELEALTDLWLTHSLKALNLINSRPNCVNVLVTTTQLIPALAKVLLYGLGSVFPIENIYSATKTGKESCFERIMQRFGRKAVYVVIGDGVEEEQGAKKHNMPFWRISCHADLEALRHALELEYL
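Eya2 (0.2 uM) preincubated 10 min at ambient with compound, then OMFP substrate added at 50 uM; 10 min reaction in 50 mM HEPES pH 7.5, 50 mM NaCl, 5 uM MgCl2, 0.05% BSA, 1 mM DTT. Fluorescence read at Ex 485/Em 525 nm.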
BRCA1 expr up = activators of BRCA1 expression | MCF7-BRCA1-FFLuc reporter, luminescence, 48 h; response scale: scaled: vehicle 0%, 10 µM genistein 100% | Potency, µM (titrated, usually from 46.1 µM), for the others: at the top dose activation, most hits filed as activators | 380,000 compounds, 1.1% hits; note: potency is the fitted concentration of half-maximal effect; nearly all actives have a fitted effect of over 80% in size; some results filed as inactive show a strong effect at the top dose
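Activators of BRCA1 expression were detected as increased firefly luciferase luminescence in engineered MCF7 cells after 48 h compound incubation. Signals were scaled to genistein 10 microM as full activation.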
a7 integrin act = activators of alpha7 integrin expression for muscular dystrophy; 350,000 compounds, 0.064% hits; Potency, µM (highest dose often 38.3 µM), for inactives: at the top dose activation, hits mostly activators; AID 624291; alpha7betagal myoblasts, beta-gal FDG fluorescence, 48 h;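 note: potency is the fitted concentration of half-maximal effect; 100% = response of the positive control SU9516; nearly all actives have a fitted effect of over 60% in size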
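Alpha7betagal+/- myoblasts (passage 13) were plated 16-24 hr, then exposed to compounds (1:260 dilution of DMSO stock) for 48 hours at 37C. After MPER lysis, β-galactosidase reporter activity was read as FDG fluorescence (ex 480/em 540) after 30 minutes.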
ELG1 genotox = induces genotoxicity in HEK293T cells with luciferase-tagged ELG1. HEK293T ELG1-luciferase reporter, luminescence, 16 h. AID 504466. 330,000 compounds, 1.3% hits. Potency, µM (titrated, usually from 46 µM), for the others: at the highest dose activity change, positive = activation, usual class: activators; note: potency is the fitted concentration of half-maximal effect; % of control where 0% means no effect; nearly all actives have a fitted effect of over 60% in size
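Genotoxicity was scored as increased ELG1-luciferase reporter signal, measured by ONE-Glo luminescence (30 min, room temperature). Compound or vehicle exposure of the HEK293T reporter cells lasted 16 hr at 37°C.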
uPA surface inh = blocks generation of uPA at the cell surface. 330,000 compounds, 0.31% hits. cell surface uPA generation assay, qHTS. Potency, µM (top dose mostly 38.3 µM), without a hit: at the highest dose activity change, negative = inhibition, usual class: inhibitors; active = well fitted inhibition curve with a large enough effect; inconclusive = small, poorly fitted or top-dose-only effect; inactive = no such curve, though single readings can be large or run the other way; tested in mouse RAW 264.7 cells; note: potency is the fitted concentration of half-maximal effect; % is set by controls: 0 for no effect and ±100 for the full control effect; nearly all actives have a fitted effect of over 55% in size
TSG101-PTAP inh = blocks PTAP/TSG101 interaction to inhibit HIV-1 budding | 340,000 tested, under 10 active | AID 493005 | Q99816 | Potency, µM (series often up to 115 µM), without a hit: at the top dose activity change, negative = inhibition, hits mostly inhibitors | Fluorescence polarization, FITC-PTAP peptide / Tsg101 binding; active = well fitted inhibition curve with a large enough effect in the main read-out, with a control signal flat, not every such curve was filed as active; inconclusive = small, poorly fitted or top-dose-only effect, or effect the other way, or a change in a side signal; inactive = no such curve, though single readings can be large or run the other way; note: potency is the fitted concentration of half-maximal effect; % of control where 0% means no effect
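Steps: Tsg101 binding domain dispensed (10 uM final), compounds pinned in DMSO, FITC-labeled PTAP-motif peptide added (50 nM final); after 20 min binding at room temperature, polarization measured.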
p53 reactivator = mutant p53 re-activation in reporter cells; H1299 p53-A138V BP100-luciferase reporter, luminescence, 24 h; Potency, µM (series often up to 92.2 µM), for the others: at the highest dose activity change, positive = activation, actives largely listed as activators; 320,000 compounds, 0.063% hits; note: potency is the fitted concentration of half-maximal effect; % of control where 0% means no effect; nearly all actives have a fitted effect of over 45% in size
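H1299 (p53-null), stable ts p53-A138V + BP100-Luc; 1000 cells/well, Opti-MEM/10% FBS; cpd 4 pt, 1:5; 24 h, 37 deg C, 5% CO2; detection reagent 10 min RT; luminescence.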
ASM inhibitor = blocks human secretory acid sphingomyelinase; P17405; placental ASM, HMU-PC fluorogenic substrate, 60 min; Potency, µM (doses to about 57.5 µM), without a hit: at the top dose activity change, negative = inhibition, usual class: inhibitors; 340,000 compounds, 0.006% hits; AID 504937; note: potency is the fitted concentration of half-maximal effect
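Human placenta-derived ASM preincubated with compound 10 min at room temperature, then reacted with 9 uM (final) fluorogenic HMU-PC substrate for 60 min at 37 C. Stop solution raises pH to 10; fluorescence read at Ex 386/Em 447 nm.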
TRPV1 ag = activates the human vanilloid receptor TRPV1. Q8NER1. TRPV1-expressing cells, Fluo-8 calcium influx, agonist mode. 320,000 compounds, 0.19% hits. activation, % at 8.33 µM; in the data active = activation above about 80%; inconclusive = between about 30% and that limit; note: 0% is about no effect
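Fluo-8 calcium influx in TRPV1-expressing cells, kinetic read (ex 480/em 520 nm). Compound added and read 3 min for agonist activity, followed by capsaicin at EC20 final and 2 min further read for enhancement.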
USP2a block = USP2a (human) protease inhibition | O75604 | USP2 core, Ub-CHOP2 coupled fluorogenic reporter, 485/531 | Potency, µM (top dose mostly 38.3 µM), for inactives: at the top dose activity change, negative = inhibition, most hits filed as inhibitors | 330,000 compounds, 0.01% hits;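 note: potency is the fitted concentration of half-maximal effect; plate controls were DMSO wells for no effect and full inhibition by NEM control for full effect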
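Cell-free coupled assay: 10nM USP2 core preincubated 30min RT with compound in Tris-HCl pH 8.0/CaCl2/CHAPS buffer, then 25nM Ub-CHOP2 and 25nM reporter substrate; fluorescence (Ex 485/Em 531) read after 60min RT, normalized to NEM inhibition, concentration-response curves fitted.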
B2AR arrestin = agonists driving beta-arrestin recruitment to human beta2-adrenergic receptor; beta-arrestin recruitment to beta2AR, cell-based reporter; 330,000 compounds, 0.02% hits; Potency, µM (doses to about 46.1 µM), inactives show at the highest dose activation, usual class: activators; P07550; AID 492947;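 note: potency is the fitted concentration of half-maximal effect; 0% = DMSO controls and full agonism = EC100 isoproterenol or metaproterenol; nearly all actives have a fitted effect of over 65% in size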
Target sequence (P07550 whole entry, looked up): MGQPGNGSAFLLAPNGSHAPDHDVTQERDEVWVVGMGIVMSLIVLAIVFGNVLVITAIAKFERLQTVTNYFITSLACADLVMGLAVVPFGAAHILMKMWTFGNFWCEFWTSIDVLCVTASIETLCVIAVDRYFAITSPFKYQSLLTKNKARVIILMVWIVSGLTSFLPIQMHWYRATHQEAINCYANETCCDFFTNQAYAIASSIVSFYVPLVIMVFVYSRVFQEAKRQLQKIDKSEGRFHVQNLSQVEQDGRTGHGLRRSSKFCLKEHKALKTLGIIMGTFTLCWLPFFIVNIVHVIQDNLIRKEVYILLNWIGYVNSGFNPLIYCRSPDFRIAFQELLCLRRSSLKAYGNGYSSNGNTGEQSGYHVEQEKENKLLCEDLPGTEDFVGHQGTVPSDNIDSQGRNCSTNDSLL
* hit, by the source's call; [ ] = dose if it differs, or a comment. Unless noted, calls come from the whole dose curve; as a rule, active = well fitted curve in the direction sought with a large enough effect; inconclusive = small, poorly fitted or top-dose-only effect, or another doubt; inactive = no such curve, though single readings can be large; an effect the other way counts as inactive or inconclusive.

How did CSc1cccc(-n2c(C)cc(C(N)=O)c2C)c1 do in these assays?
Eya2 phos inh: -2%[15.4 µM]; BRCA1 expr up: 0%; a7 integrin act: -16%; ELG1 genotox: 7%; uPA surface inh: -4%; TSG101-PTAP inh: -4%; p53 reactivator: -1%; ASM inhibitor: 1%; TRPV1 ag: 5; USP2a block: -1%; B2AR arrestin: 0.2%

What do the screens show for `CCOC(=O)c1cc2oc(C)cc2n1CC(=O)OC1CCCCC1`?
Eya2 phos inh: -24%; BRCA1 expr up: -2%; a7 integrin act: 13%; ELG1 genotox: inconclusive; uPA surface inh: 8%; TSG101-PTAP inh: -6%; p53 reactivator: 6%; ASM inhibitor: -12%; TRPV1 ag: inconclusive; USP2a block: 2%; B2AR arrestin: 0.2%

Results for CCOC(=O)CC1C(=O)NCCN1S(=O)(=O)c1cccc(C(F)(F)F)c1 (configuration not stated) ?
Eya2 phos inh: -5%; BRCA1 expr up: -1%; a7 integrin act: 8%; ELG1 genotox: -6%; uPA surface inh: -8%; TSG101-PTAP inh: 0%; p53 reactivator: 3%; ASM inhibitor: -7%; TRPV1 ag: -1; USP2a block: 0%; B2AR arrestin: -0.1%

What do the screens show for `CCOC(=O)c1ccccc1NC(=O)Cc1c(C(=O)O)n(C)c2ccccc12`?
Eya2 phos inh: 5%; BRCA1 expr up: -20%; a7 integrin act: 21%; ELG1 genotox: -2%; uPA surface inh: -2%; TSG101-PTAP inh: -6%; p53 reactivator: 0%; ASM inhibitor: 21%; TRPV1 ag: 1; USP2a block: 3%; B2AR arrestin: -0.7%

What do the screens show for `CN(C)S(=O)(=O)c1ccc(NC(=O)c2cccnc2)cc1`?
Eya2 phos inh: -1%; BRCA1 expr up: -2%; a7 integrin act: 16%; ELG1 genotox: 6%; uPA surface inh: -1%; TSG101-PTAP inh: -6%; p53 reactivator: -1%; ASM inhibitor: 22%; TRPV1 ag: -1; USP2a block: 0%; B2AR arrestin: -1.2%

Results for COc1ccccc1OCCSc1nc2ccccc2n1CCC(=O)O ?
Eya2 phos inh: 22%; BRCA1 expr up: -19%; a7 integrin act: -23%; ELG1 genotox: 6%; uPA surface inh: -9%; TSG101-PTAP inh: -3%; p53 reactivator: 16%; ASM inhibitor: 4%; TRPV1 ag: 5; USP2a block: -2%; B2AR arrestin: -0.6%

Results for COCCNC(=S)NC12CC3CC(CC(C3)C1)C2 ?
Eya2 phos inh: 12%; BRCA1 expr up: -20%; a7 integrin act: 2%; ELG1 genotox: -4%; uPA surface inh: 5%; TSG101-PTAP inh: -10%; p53 reactivator: -1%; ASM inhibitor: 3%; TRPV1 ag: 8; USP2a block: 0%; B2AR arrestin: -1.6%

Results for O=C(Cc1ccccc1)NCc1ccc2c(c1)OCO2 ?
Eya2 phos inh: -1%; BRCA1 expr up: 94%; a7 integrin act: 10%; ELG1 genotox: 15µM*; uPA surface inh: 0%; TSG101-PTAP inh: -2%; p53 reactivator: inconclusive; ASM inhibitor: 1%; TRPV1 ag: 29; USP2a block: 2%; B2AR arrestin: -0.3%

What do the screens show for `Cc1c(C(=O)Nc2ccncc2)oc2c1C(=O)CC(C)(C)C2`?
Eya2 phos inh: 5%; BRCA1 expr up: -2%; a7 integrin act: 22%; ELG1 genotox: 5%; TSG101-PTAP inh: -8%; p53 reactivator: -2%; ASM inhibitor: -3%; TRPV1 ag: inconclusive; USP2a block: -1%; B2AR arrestin: -0.4%

Results for COc1ccc(OC)c(S(=O)(=O)Nc2cccc3ccccc23)c1 ?
BRCA1 expr up: -39%; a7 integrin act: -10%; uPA surface inh: 0%; TSG101-PTAP inh: -1%; ASM inhibitor: -1%

Results for N#Cc1ccc(C(=O)Nc2cc(S(=O)(=O)Nc3ccc(Cl)cc3)ccc2N2CCCCC2)cc1 ?
Eya2 phos inh: 0%; BRCA1 expr up: -53%; a7 integrin act: -23%; ELG1 genotox: -7%; uPA surface inh: 2%; TSG101-PTAP inh: 0%; p53 reactivator: 0%; ASM inhibitor: -4%; TRPV1 ag: -1; USP2a block: 2%; B2AR arrestin: -0.9%

Results for CCOc1ccccc1NC(=O)CSc1nnnn1-c1ccc(C(=O)OC)cc1 ?
Eya2 phos inh: 0%; BRCA1 expr up: 0%; a7 integrin act: 23%; ELG1 genotox: -1%; uPA surface inh: -1%; TSG101-PTAP inh: -3%; p53 reactivator: 1%; ASM inhibitor: -9%; TRPV1 ag: 4; USP2a block: -2%; B2AR arrestin: -0.1%

What do the screens show for `CC(=O)Nc1sc(NC(=O)c2ccc(C)cc2)nc1-c1cccs1`?
Eya2 phos inh: -14%; BRCA1 expr up: 9%; a7 integrin act: -6%; ELG1 genotox: 7%; uPA surface inh: 4%; TSG101-PTAP inh: 0%; p53 reactivator: 2%; ASM inhibitor: -1%; TRPV1 ag: 0; USP2a block: 2%; B2AR arrestin: -0.2%

Results for COc1cc(NC2c3ccccc3C(=O)N2Cc2ccc3c(c2)OCO3)cc(OC)c1 (configuration not stated) ?
Eya2 phos inh: 2%; BRCA1 expr up: 2%; a7 integrin act: 9%; ELG1 genotox: -2%; uPA surface inh: 5%; TSG101-PTAP inh: -7%; p53 reactivator: -4%; ASM inhibitor: 0%; TRPV1 ag: inconclusive; USP2a block: -1%; B2AR arrestin: -0.6%

What do the screens show for `CCOc1ccc2oc(=O)cc(C)c2c1`?
Eya2 phos inh: -21%; BRCA1 expr up: 13%; a7 integrin act: 19%; ELG1 genotox: 20%; uPA surface inh: -2%; TSG101-PTAP inh: 0%; p53 reactivator: 7%; ASM inhibitor: 5%; TRPV1 ag: -4; USP2a block: 4%; B2AR arrestin: 0.1%

Retrieved by structure from the list above, two records:
What do the screens show for `CCOC(=O)c1ccccc1NC(=O)Cc1c(C(=O)O)n(C)c2ccccc12`?
Eya2 phos inh: 5%; BRCA1 expr up: -20%; a7 integrin act: 21%; ELG1 genotox: -2%; uPA surface inh: -2%; TSG101-PTAP inh: -6%; p53 reactivator: 0%; ASM inhibitor: 21%; TRPV1 ag: 1; USP2a block: 3%; B2AR arrestin: -0.7%

How did CSc1cccc(-n2c(C)cc(C(N)=O)c2C)c1 do in these assays?
Eya2 phos inh: -2%[15.4 µM]; BRCA1 expr up: 0%; a7 integrin act: -16%; ELG1 genotox: 7%; uPA surface inh: -4%; TSG101-PTAP inh: -4%; p53 reactivator: -1%; ASM inhibitor: 1%; TRPV1 ag: 5; USP2a block: -1%; B2AR arrestin: 0.2%

Next section
What do the screens show for `COc1ccc(S(=O)(=O)NCc2ccc3c(c2)OCO3)cc1C`?
Eya2 phos inh: -4%; BRCA1 expr up: 22%; a7 integrin act: 3%; ELG1 genotox: -1%; uPA surface inh: 2%; TSG101-PTAP inh: -5%; p53 reactivator: -3%; ASM inhibitor: 1%; TRPV1 ag: 6; USP2a block: 2%; B2AR arrestin: -0.1%

Results for CC(Oc1ccc2c(-c3ccccc3)cc(=O)oc2c1)C(=O)N1CCOCC1 (configuration not stated) ?
Eya2 phos inh: -4%; BRCA1 expr up: -12%; a7 integrin act: -62%[inhibitor]; ELG1 genotox: -1%; uPA surface inh: 5%; TSG101-PTAP inh: -4%; p53 reactivator: -4%; ASM inhibitor: 1%; USP2a block: -1%; B2AR arrestin: -1.1%

What do the screens show for `CC1CCN(C(=O)c2ccc(S(=O)(=O)N3CCCC3)cc2)CC1`?
Eya2 phos inh: -8%; BRCA1 expr up: 13%; a7 integrin act: 0%; ELG1 genotox: 3%; uPA surface inh: -4%; TSG101-PTAP inh: 1%; p53 reactivator: -7%; ASM inhibitor: 5%; TRPV1 ag: 1; USP2a block: 1%; B2AR arrestin: 0.2%

What do the screens show for `COc1ccc(-c2nc(-c3ccccc3)ncc2S(C)(=O)=O)cc1`?
Eya2 phos inh: -2%; BRCA1 expr up: -5%; a7 integrin act: 2%; ELG1 genotox: 1%; uPA surface inh: 4%; TSG101-PTAP inh: -1%; p53 reactivator: 2%; ASM inhibitor: -1%; TRPV1 ag: 7; USP2a block: -1%; B2AR arrestin: -0.2%

What do the screens show for `C=CCN1C(=O)SC(Cc2cccc(OC)c2O)C1=O` (configuration not stated)?
Eya2 phos inh: -8%; BRCA1 expr up: 20%; a7 integrin act: -5%; ELG1 genotox: 2%; uPA surface inh: -1%; TSG101-PTAP inh: -6%; p53 reactivator: 2%; ASM inhibitor: 3%; TRPV1 ag: 6; USP2a block: 2%; B2AR arrestin: 0.0%

How did O=C1CC(c2ccccc2)CC(O)=C1C=NCCc1ccccc1 (configuration not stated) do in these assays?
Eya2 phos inh: 0%; BRCA1 expr up: -8%; a7 integrin act: 17%; ELG1 genotox: -6%; uPA surface inh: 0%; TSG101-PTAP inh: 0%; p53 reactivator: 9%; ASM inhibitor: 1%; TRPV1 ag: 9; USP2a block: 2%; B2AR arrestin: -0.1%
